Assay outcomes as filed in PubChem BioAssay.
OXTR ag = agonists of human oxytocin receptor; P30559; CHO-OTR cells, Fluo-8 calcium fluorescence; normalized: DMSO 0%, oxytocin 100%; activation, % at 3 µM; 320,000 compounds, 0.32% hits; AID 2435;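 active = activation above the mean of all tested compounds plus 3 SD, cutoff set per screening run, cut at about 20% in these data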;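 note: peak over basal fluorescence ratio from a 100 s FLIPR kinetic read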
TAAR1 antagonist = human TAAR1 antagonism | Q96RJ0 | CHO RD-HGA16 TAAR1, Fluo-8 calcium fluorescence, antagonist | inhibition, % at 3 µM | 360,000 compounds, 1.5% hits;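 active = inhibition above a per-plate cutoff, the mean inhibition of test compounds on that plate plus 3 SD, cut at about 49% in these data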;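 note: 0% = DMSO plus EC80 beta-PEA response and 100% = DMSO alone without agonist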
Target sequence (Q96RJ0 whole entry, looked up): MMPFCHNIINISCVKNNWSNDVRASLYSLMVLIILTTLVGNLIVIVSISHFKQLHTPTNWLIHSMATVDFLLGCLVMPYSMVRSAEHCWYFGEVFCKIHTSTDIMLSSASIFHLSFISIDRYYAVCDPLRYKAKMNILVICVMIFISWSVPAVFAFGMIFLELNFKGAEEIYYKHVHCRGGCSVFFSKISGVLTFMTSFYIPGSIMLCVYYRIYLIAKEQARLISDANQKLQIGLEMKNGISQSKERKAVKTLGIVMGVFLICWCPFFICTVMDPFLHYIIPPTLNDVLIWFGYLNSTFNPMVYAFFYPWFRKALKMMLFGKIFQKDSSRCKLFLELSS
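Assay system: CHO-derived RD-HGA16 cells stably expressing human TAAR1 plus Gα16. Timing: 140 s kinetic read after compound, 140 s after agonist. Technique: kinetic Fluo-8 calcium fluorescence measurement. Measure: % inhibition of agonist calcium response.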
M1 antag = blocks human M1 muscarinic receptor | inhibition, % at 3 µM | 360,000 compounds, 1.3% hits | CHO-K1 hM1, Fluo-8 calcium fluorescence, ACh EC80 antagonist | P11229;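 active = percent inhibition above its own plate's cutoff, namely the mean of that plate's compound wells plus 3 SD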;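 note: peak over basal fluorescence ratio during 140 s after agonist addition; 0% = ACh EC80 plus DMSO and 100% = DMSO alone without agonist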
Target sequence (P11229 whole entry, looked up): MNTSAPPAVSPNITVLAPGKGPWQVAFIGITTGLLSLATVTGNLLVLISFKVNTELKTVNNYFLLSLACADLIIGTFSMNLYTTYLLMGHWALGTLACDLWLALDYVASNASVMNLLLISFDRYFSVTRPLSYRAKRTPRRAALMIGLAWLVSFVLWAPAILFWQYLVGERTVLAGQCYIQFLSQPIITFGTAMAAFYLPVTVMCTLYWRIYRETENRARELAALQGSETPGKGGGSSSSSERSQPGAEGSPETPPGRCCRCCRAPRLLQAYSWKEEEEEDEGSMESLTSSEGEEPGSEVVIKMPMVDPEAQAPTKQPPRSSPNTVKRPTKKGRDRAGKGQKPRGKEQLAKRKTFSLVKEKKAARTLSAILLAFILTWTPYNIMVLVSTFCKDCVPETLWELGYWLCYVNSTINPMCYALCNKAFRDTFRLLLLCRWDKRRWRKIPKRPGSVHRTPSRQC
M1 ag = human M1 muscarinic receptor agonism | P11229 | CHO-K1 hM1, Fluo-8 calcium fluorescence, agonist mode; 0% DMSO, 100% acetylcholine EC100 | activation, % at 3 µM | 360,000 compounds, 0.33% hits | AID 588814;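 active = activation above the run's mean compound activation plus 3 SD, cut at about 16% in these data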;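 note: peak over basal fluorescence ratio within a 140 s kinetic read after compound addition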
V1R ag counter = V1a receptor agonism, counter-screen for OXTR agonists | P37288 | CHO-V1R cells, Fluo-8 calcium fluorescence, agonist mode; 0% DMSO, 100% 3 nM vasopressin | activation, % at 3 µM | 320,000 compounds, 0.25% hits | AID 2797;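 active = activation above the mean activation of all tested compounds plus 3 SD, per screening run, cut at about 20% in these data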;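 note: signal is peak over basal fluorescence ratio across a 100 second FLIPR read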
OXTR potentiator = human OXTR potentiation. P30559. CHO-OTR cells, Fluo-8 calcium fluorescence, potentiator mode; 0% = oxytocin EC15, 100% = EC100. activation, % at 3 µM. 320,000 compounds, 0.061% hits. AID 2445;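 active = activation above that plate's cutoff, the mean activation of tested compounds plus 3 SD, cut at about 6.6% in these data, passing the limit was not always enough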;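 note: 100% uses oxytocin at 75 nM as the full agonist control; some results filed as inactive read as strong as hits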
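System: human OTR in CHO cells / Also added: sub-maximal oxytocin, roughly EC15 / Control set: EC15 oxytocin low, 75 nM oxytocin high / Schedule: 6 min compound pre-incubation at room temperature, 100 s kinetic read / Compound: single-point 3.0 µM / Replication: singlicate / Technique: Fluo-8 calcium dye fluorescence / Read-out basis: % activation of max/min ratio relative to oxytocin controls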
CHRM1 PAM = potentiates human M1 receptor response to acetylcholine | CHO-K1 hM1, Fluo-8 calcium fluorescence, ACh EC20; 0% = ACh EC20, 100% = maximal ACh | AID 588819 | activation, % at 3 µM | P11229 | 360,000 compounds, 0.088% hits; in the data active = activation above about 19%, passing the limit was not always enough
CHO parental Ca = signal in parental CHO cells, OX1R antagonist counter-screen | 330,000 compounds, 0.63% hits | parental CHO-K1, ATP-induced calcium, Fluo-8 fluorescence | inhibition, % at 5.6 µM;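 active = inhibition above that plate's mean sample inhibition plus 3 SD, cut at about 26% in these data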;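 note: 0% = ATP-challenged DMSO wells and 100% = DMSO wells without ATP; some compounds past the cut are filed as inactive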
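Measured by: calcium-sensitive Fluo-8 fluorescence / Test system: CHO parental line / Controls: ATP-challenged DMSO wells low, unchallenged DMSO wells high / Measure: % inhibition / Compound: single nominal dose of 5.6 µM per compound / Replicates: single well per compound, no replicates / Reagent: ATP as calcium-mobilizing challenge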
TAAR1 agonist = human TAAR1 agonism. activation, % at 3 µM. 360,000 compounds, 0.99% hits. Q96RJ0. CHO RD-HGA16 TAAR1, Fluo-8 calcium fluorescence; vehicle wells 0%, saturating PEA agonist 100%;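 active = activation above the mean activation of all test compounds in the run plus 3 SD, cut at about 38% in these data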
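System: CHO-derived RD-HGA16 cells with stable Gα16 and human TAAR1. Times: 17-24 h plating, Fluo-8 75 min 37 °C, 30 min RT. Measured by: calcium-sensitive Fluo-8 signal, excitation 470-495, emission 515-575 nm. Read-out basis: % activation relative to PEA EC100 response. Control set: DMSO and PEA EC100. Repeats: no replicates (n 1).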
* hit, by the source's call; / = not tested or not shown. Compounds were not picked by outcome; about 3.7% have a hit in one of these screens.

SMILES | OXTR ag | TAAR1 antagonist | M1 antag | M1 ag | V1R ag counter | OXTR potentiator | CHRM1 PAM | CHO parental Ca | TAAR1 agonist
COc1cc(N2CCCC2)c(OC)cc1/C=C(/C#N)c1cccc(F)c1 | 21* | / | -5 | 1 | 21* | -12 | 4 | 51* | /
O=C(Nc1ccc(N2CCN(C(=O)c3cccs3)CC2)cc1)c1ccccc1Cl | 4.8 | 6 | -13 | -2 | 4.5 | 0 | 16 | -17 | 5
CC1Cc2ccccc2N1C(=O)Cn1cnc2c1c(=O)n(C)c(=O)n2C (stereo not drawn) | 0.6 | -1 | -2 | -2 | 1.8 | 4 | 6 | -5 | 0
CC1CCCN(CC(O)COCc2ccc3c(c2)OCO3)C1 (stereo not drawn) | 1.4 | -10 | -7 | -8 | 0.5 | -6 | 4 | -9 | 2
C/C(CC(=O)NCCCN1CCOCC1)=N\NC(=O)COc1cccc2ccccc12 | -1.2 | -2 | -3 | -6 | 0.1 | -4 | 8 | -3 | 1
CCOc1cccc(-c2nnc3sc(COc4ccc(Cl)cc4)nn23)c1 | -0.5 | -17 | -7 | -3 | -0.6 | -10 | 3 | -11 | 1
CCCCn1c(N)c(N(CC)C(=O)c2cc(Br)ccc2Cl)c(=O)[nH]c1=O | 0.3 | 15 | -9 | -3 | -0.7 | -13 | 8 | -12 | -1
Cc1cc2nc(-c3ccc(SCc4ccccn4)nc3)[nH]c2cc1C | -1.0 | 43 | 13 | -2 | 0.4 | -3 | -8 | -8 | 9
CO/N=C/NC(=O)C1=NOC(CNc2ncc(C(F)(F)F)cc2Cl)C1 (stereo not drawn) | -1.1 | -1 | -6 | -5 | 0.2 | -11 | 4 | -19 | 6
COc1ccccc1/C=C/C=N/NC(=O)c1ccc2nc[nH]c2c1 | 0.3 | / | / | / | -1.1 | -11 | / | 5 | /
COc1ccccc1CNC(=O)CCNS(=O)(=O)c1ccc2[nH]c(=O)oc2c1 | -1.4 | -24 | -21 | 0 | 0.3 | 0 | 14 | -23 | 0
Cc1c(-c2cccc(Cl)c2)nc2ccccc2c1C(=O)OC/C(O)=C(\C#N)c1nc2ccccc2[nH]1 | 0.2 | 11 | -2 | -4 | 0.2 | -3 | 7 | -4 | 1
CCOC1=C2[C@H]([C@H]3C(=O)N(c4ccccc4)C(=O)[C@H]3C1)[C@@H](C(C)C)N(S(=O)(=O)c1ccc(C)cc1)[C@H]2c1ccccc1 | / | -5 | -11 | -1 | / | / | 9 | / | 1
O=C(O)CCCC(=O)N1CCN(c2nc(-c3ccccc3Cl)c3cc(Br)ccc3n2)CC1 | 1.4 | 0 | -10 | -5 | -0.1 | -13 | 10 | -1 | 5
CCc1nc2ccc(C(=O)N3CCN(C(C)=O)CC3)cn2c1N(CC)C(=O)NCCc1ccccc1 | / | -32 | 7 | -5 | / | / | -4 | / | 2
CCc1ccc(C(=O)CN2C(=O)NC3(CCOc4ccccc43)C2=O)s1 (stereo not drawn) | 1.1 | 21 | -6 | -3 | 1.1 | -6 | 3 | -21 | 1
COc1cc(CC(=O)NCC2CCCCC2)cc(OC)c1OC | 0.1 | -9 | -16 | 0 | -0.5 | -8 | 8 | -8 | 0
O=C(Nc1ccc(N2CCOCC2)c(S(=O)(=O)Nc2cc(Cl)ccc2Cl)c1)c1cccnc1 | 3.1 | 32 | -8 | -3 | 1.5 | -7 | -1 | -8 | 10
COC(=O)c1cc(=O)n2c(sc3ccccc32)c1C#N | -0.7 | -14 | -20 | 2 | 1.3 | -5 | 16 | -5 | 0
Oc1ccc(C[C@H]2CNCCN2CC2CCCCC2)cc1 | 2.9 | 3 | -3 | 0 | 7.9 | -8 | 0 | 0 | 3

Whole records from above. Values in the order: OXTR ag | TAAR1 antagonist | M1 antag | M1 ag | V1R ag counter | OXTR potentiator | CHRM1 PAM | CHO parental Ca | TAAR1 agonist
Oc1ccc(C[C@H]2CNCCN2CC2CCCCC2)cc1 is listed with 2.9 | 3 | -3 | 0 | 7.9 | -8 | 0 | 0 | 3
Cc1c(-c2cccc(Cl)c2)nc2ccccc2c1C(=O)OC/C(O)=C(\C#N)c1nc2ccccc2[nH]1 is listed with 0.2 | 11 | -2 | -4 | 0.2 | -3 | 7 | -4 | 1

Further compounds follow.
SMILES | OXTR ag | TAAR1 antagonist | M1 antag | M1 ag | V1R ag counter | OXTR potentiator | CHRM1 PAM | CHO parental Ca | TAAR1 agonist
Cc1ccc(C(=O)NC(O)C(Cl)Cl)cc1 (stereo not drawn) | -1.1 | -4 | 1 | -6 | 0.3 | -3 | 11 | -9 | 0
C[C@H](CO)N1C[C@H](C)[C@@H](CN(C)C(=O)NC2CCCCC2)Oc2c(NC(=O)C3CC3)cccc2C1=O | 1.5 | 1 | -3 | 0 | 0.9 | -2 | 11 | -18 | 2
CCOC(=O)C1(CCCc2ccccc2)CCN(C(=O)Cn2nc(C)nc2C)CC1 | 0.8 | -18 | -26 | -3 | 1.2 | -3 | 3 | -10 | 2
CCCCCCCCC(=O)N/N=C/c1ccccn1 | -1.4 | 3 | 1 | -3 | -0.4 | 0 | -2 | -18 | 10
Cc1nc(NC(=O)/C=C/c2ccccc2)sc1C(=O)NCCO | 0.1 | 11 | -11 | -3 | 0.7 | -13 | 12 | -8 | 2
COCCOC(=O)C1=C(C)OC(N)=C(C#N)C1c1ccco1 (stereo not drawn) | 0.5 | 4 | -29 | -3 | -1.1 | -2 | 4 | -21 | 10
O=c1c2ccccc2nnn1CSc1nnc(-c2ccco2)o1 | -0.1 | 4 | -4 | -1 | 1.5 | -13 | 6 | -5 | 2
Cc1cc(C)n(-c2nc3nonc3nc2Nc2cccc(C)c2C)n1 | -0.2 | 0 | -16 | -2 | 0.2 | -1 | -4 | -12 | 1
O=C(COc1ccc2ccccc2c1)N1CCN(c2ccccc2O)CC1 | 6.0 | 28 | -9 | -1 | 3.1 | -10 | -6 | -17 | 12
Cc1ccc(S(=O)(=O)N2c3ccccc3OCC2C(C)(C)C)cc1 (stereo not drawn) | -1.5 | -2 | 6 | -1 | -0.3 | -23 | -2 | 14 | -2
COc1cc(/C=C2\SC(=S)N(Nc3ccccc3)C2=O)cc(OC)c1OC | -1.1 | 5 | -17 | -3 | 0.2 | -10 | -4 | -14 | 3
CC(C)C[C@@H]1CN=C(N)N1C[C@@H]1CCCN1C[C@H](C)N1C[C@@H](Cc2ccccc2)N(CCCC2CCCC2)C1=N | 0.3 | 18 | 34* | -10 | 1.6 | 3 | -31 | -14 | 6
Cc1ccc2c(CC(=O)NCc3cccs3)coc2c1 | -2.2 | 2 | 4 | -7 | 0.4 | -1 | 6 | -8 | -2
Cc1cc2c(cc1S(=O)(=O)NCCc1ccccc1)NC(=O)CO2 | 1.3 | 15 | -2 | 2 | 0.1 | -4 | 3 | -7 | 6
CCOC(=O)C1(Cc2ccccc2)CCN(CC2CC=CCC2)CC1 (stereo not drawn) | -1.0 | 13 | 5 | -15 | -0.7 | 5 | -6 | -10 | 1
Cc1cc(=O)oc2c(C)c3occc3cc12 | -1.2 | 5 | -2 | -3 | -0.4 | -15 | 3 | -3 | 4
CCC(C)NS(=O)(=O)c1ccc(OC)c(Cl)c1Cl (stereo not drawn) | -2.3 | 0 | -7 | -7 | -1.2 | -12 | 5 | -11 | 16
CCN1CCN(C(C)CCc2ccccc2)CC1 (stereo not drawn) | 1.6 | -7 | -15 | -7 | 1.6 | 7 | 6 | -8 | 2
CCN(CCO)Cc1cc(=O)oc2c(C)c(C)ccc12 | -0.5 | 17 | -14 | -4 | -0.7 | 1 | -5 | -18 | 2
CC1(OC(=O)c2cnc3ccccc3n2)C(=O)C=C2C=C(C3CC3)OC=C2C1=O (stereo not drawn) | 1.3 | / | / | / | 3.2 | -2 | / | -3 | /
COC(=O)Nc1ccc(S(=O)(=O)Nc2ccccc2F)cc1 | 2.9 | -20 | -4 | -3 | 5.6 | -8 | 3 | -5 | 1
COC(=O)c1cc(-c2ccc(S(=O)(=O)N3CCCC(C)C3)cc2)c(C(F)(F)F)s1 (stereo not drawn) | -0.1 | -20 | -8 | -3 | 1.0 | 3 | 11 | -22 | 0
CN(Cc1ccco1)S(=O)(=O)c1ccc(CN2C(=O)c3cccnc3C2=O)s1 | 0.3 | -9 | 2 | -1 | 0.6 | -3 | 0 | -4 | 21
CN(C(=S)Oc1ccc(C(=O)Nc2ccccc2)cc1)c1ccccc1 | -1.2 | 25 | 4 | -2 | 2.2 | -7 | 4 | -5 | 2
C[C@H](CO)N1C[C@H](C)[C@@H](CN(C)Cc2cccnc2)OCc2cnnn2CCCC1=O | / | 2 | -6 | -8 | / | / | 4 | / | 3
COc1ccc(S(=O)(=O)NCC2CCCN(C(=O)C3CCCC3)C2)cc1 (stereo not drawn) | -1.7 | 1 | 9 | -2 | -0.8 | -9 | -2 | -19 | 2
COc1ccccc1N=Cc1nc(-c2ccccc2)oc1OC(C)=O | 1.1 | -40 | -5 | -2 | 0.2 | -4 | 9 | 2 | 1
COc1cccc(CNc2nc3cc(-c4ccc(F)cc4)sc3c(=O)n2C)c1OC | / | 21 | -2 | 0 | / | / | 2 | / | 3
CCOC(=O)/C(C#N)=C/c1c(N2CCN(C)CC2)nc2c(C)cccn2c1=O | / | 5 | 2 | -8 | / | / | 0 | / | 0
Cc1ccccc1NC(=O)CN1CCC(NC(=O)Nc2ccccc2)CC1 | 0.8 | 11 | -12 | -1 | 0.6 | -2 | 7 | -13 | 9
O=C(Nc1ccc(F)cc1)c1ccc(NC(=O)C2CCCO2)cc1 (stereo not drawn) | 3.5 | / | 7 | -5 | 2.4 | -2 | -3 | 7 | /
Cc1cccc(NS(=O)(=O)c2ccc(-c3cnc(C4CC4)o3)cc2)c1 | 3.8 | 7 | 11 | -1 | 3.8 | -10 | -7 | 4 | 2
Cc1ccc(S(=O)(=O)Nc2cccc(-c3ccc(N4CCCCCC4)nn3)c2)c(C)c1 | -0.7 | -34 | 10 | -6 | -0.8 | -9 | -5 | -14 | -1
O=C(CSc1nc2nn(-c3ccccc3)c(=O)c-2c2n1CCCCC2)Nc1ccc(F)cc1F | 1.0 | -12 | -10 | 2 | 0.3 | -1 | 17 | -32 | 11
Cc1cc(C(C)(C)C)ccc1NC(=O)CC(C)(C)CC(=O)O | 1.0 | 11 | -14 | -7 | -0.1 | -2 | 8 | -17 | 4
COC(=O)c1sccc1NC(=O)CSc1ccccc1N | 0.3 | -6 | -12 | -5 | -0.2 | 3 | 9 | -14 | 2
